Screening data deposited in PubChem by several laboratories.
DAX1 inh-1: blocks DAX1 repression of SF-1 activated StAR promoter. 1.1% of 370,000 active. HEK293T StAR-luciferase reporter, SF-1/DAX-1 repression relief. inhibition, % at 6.8 µM. AID 652010;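 active = inhibition above the mean over all tested compounds plus 3 SD, cut at about 3.6% in these data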;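 also: 0% = DAX-1 cells with DMSO and 100% = cells lacking DAX-1 with DMSO; higher inhibition means more luminescence from relief of DAX-1 repression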
hcDAF-12 act: activators of H. contortus DAF-12 nuclear receptor. HEK293 hcDAF-12 lit1-tk-luc reporter, luminescence; 0% DMSO, 100% Δ7-dafachronic acid. 1.4% of 370,000 active. activation, % at 6.8 µM;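 active = activation above the mean of all tested compounds plus 3 SD, cut at about 5.5% in these data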;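 also: 100% = response to 3 µM Δ7-dafachronic acid high control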
DAX1 inh-2: NR0B1 (DAX1) inhibition | P51843 | HEK293 Gal4-DAX1 luciferase reporter, luminescence | 0.99% of 340,000 active | AID 504766 | inhibition, % at 6.75 µM;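 active = inhibition above the mean over all tested compounds plus 3 SD, cut at about 4.2% in these data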;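 also: 0% = DAX1-transfected cells with DMSO and 100% = empty-vector control cells with DMSO; inhibition shows as a rise in luminescence from relieved DAX1 repression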
Target sequence (P51843 207-470 limits assumed): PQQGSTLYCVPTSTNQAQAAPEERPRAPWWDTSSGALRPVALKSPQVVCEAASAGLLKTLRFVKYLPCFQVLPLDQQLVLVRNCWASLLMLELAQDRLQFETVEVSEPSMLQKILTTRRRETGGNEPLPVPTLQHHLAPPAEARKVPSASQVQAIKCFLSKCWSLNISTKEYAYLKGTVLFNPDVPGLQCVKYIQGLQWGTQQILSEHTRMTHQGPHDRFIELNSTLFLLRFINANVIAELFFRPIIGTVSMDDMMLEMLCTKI
hgDAF12 agonist: activates the H. glycines DAF-12 receptor ligand-binding domain; HEK293 GAL4-hgDAF12 UAS-luciferase reporter, agonist luminescence; normalized to butyrate control; activation, % at 6.8 µM; 1.8% of 370,000 active;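 active = activation above a cutoff set at the mean of all screened compounds plus 3 SD, cut at about 10% in these data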;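 also: 0% = DMSO wells and 100% = sodium butyrate wells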
PLC-gamma1 inh: PLC-gamma1 (human) inhibition, primary screen; P19174; purified PLC-gamma1, fluorogenic substrate, fluorescence; inhibition, % at 12.2 µM; 0.84% of 370,000 active; in the data active = inhibition above about 9.5%
PLC-beta3 inh: inhibitors of human phospholipase C beta3; Q01970; Purified PLC-beta3, fluorogenic substrate, fluorescence; inhibition, % at 12.2 µM; 0.18% of 370,000 active; AID 720704; in the data active = inhibition above about 11%;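 also: 0% = median of compound wells on plate and 100% = full blocker control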
NR1D1 modulator: modulates human Rev-erb alpha binding to DNA | Rev-erbα–FITC-DNA binding, fluorescence polarization, 90 min | activity, % at 10 µM | P20393 | 0.79% of 370,000 active;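 active = activity above about 14%, limit read from the data; passing the limit was not always enough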;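 also: 0% = DMSO wells with 35 nM protein and 100% = DMSO wells with 750 nM protein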
Target sequence (P20393 whole entry, looked up): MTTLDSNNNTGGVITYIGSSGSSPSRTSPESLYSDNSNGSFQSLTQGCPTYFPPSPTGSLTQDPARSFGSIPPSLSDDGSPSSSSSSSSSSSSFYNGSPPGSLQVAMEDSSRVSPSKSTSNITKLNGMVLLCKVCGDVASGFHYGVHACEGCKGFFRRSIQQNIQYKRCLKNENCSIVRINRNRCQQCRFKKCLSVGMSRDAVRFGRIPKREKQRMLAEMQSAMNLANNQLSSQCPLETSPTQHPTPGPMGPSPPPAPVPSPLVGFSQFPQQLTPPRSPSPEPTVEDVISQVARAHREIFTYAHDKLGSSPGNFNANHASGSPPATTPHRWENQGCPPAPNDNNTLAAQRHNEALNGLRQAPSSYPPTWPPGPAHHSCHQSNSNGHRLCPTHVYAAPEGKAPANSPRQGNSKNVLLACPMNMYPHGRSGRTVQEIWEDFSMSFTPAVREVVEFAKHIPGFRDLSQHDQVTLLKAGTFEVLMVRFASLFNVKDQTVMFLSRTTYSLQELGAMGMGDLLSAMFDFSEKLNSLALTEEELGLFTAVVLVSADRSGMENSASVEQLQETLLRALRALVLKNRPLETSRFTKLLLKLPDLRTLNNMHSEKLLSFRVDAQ
ADAM17 inh: inhibitors of human ADAM17; inhibition, % at 6.95 µM; recombinant ADAM17, EDANS/DABCYL FRET peptide cleavage; 0.83% of 370,000 active; P78536;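 active = inhibition above the mean of compounds lying between control limits plus 3 SD, set per campaign, cut at about 8.5% in these data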;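 also: 0% = DMSO-only wells as the low control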
SMARCA2 activ: activators of SMARCA2 function; MG213 cells, MMTV-luciferase reporter, dexamethasone, overnight; activation, % at 9.1 µM; 1% of 370,000 active; AID 652017; in the data active = activation above about 7.8%;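 also: 0% = vehicle wells and 100% = reference activator wells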
MBD2 inh: MBD2-methylated oligo binding inhibition | TR-FRET, MBD2 binding to methylated oligonucleotide | inhibition, % at 4.4 µM | 0.31% of 370,000 active; in the data active = inhibition above about 13%
ssDAF-12 act: S. stercoralis DAF-12 activation, primary screen | activation, % at 6.8 µM | HEK293 ssDAF-12/GRIP1 lit1-tk-luc reporter, luminescence; % of 3 µM dafachronic acid response | 1% of 370,000 active;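 active = activation above the mean over all tested compounds plus 3 SD, cut at about 0.9% in these data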;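 also: 0% = DMSO-only wells and 100% = 3 µM delta7-dafachronic acid wells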
The depositor's hits bear a star; i = inactive; x = no result given.

SMILES	DAX1 inh-1	hcDAF-12 act	DAX1 inh-2	hgDAF12 agonist	PLC-gamma1 inh	PLC-beta3 inh	NR1D1 modulator	ADAM17 inh	SMARCA2 activ	MBD2 inh	ssDAF-12 act
O=C(NC1CCCC1)C(Cc1ccccc1)n1cccc1 (stereo not drawn)	-0.1	-0.5	-0.2	0.3	0	-2	2	-4	-1	3	0.2
O=C(CN1C(=O)NC2(CCSC2)C1=O)NCc1ccccc1 (stereo not drawn)	1.9	0.8	1.4	0.3	-2	-6	0	-4	0	0	-2.1
O=C(NCC1CCCO1)/C(=C/c1cn(-c2ccccc2)nc1-c1cccnc1)NC(=O)c1ccccc1 (stereo not drawn)	-1.2	-0.8	-2.2	-3.4	-1	-12	4	-1	5	0	-1.4
CC(=O)c1cccc([N+](=O)[O-])c1	0.1	0.2	0.3	0.0	1	6	11	-1	-5	-2	-0.7
CCC(NC(=O)c1ccccc1NC(=O)c1ccco1)C(=O)O (stereo not drawn)	-0.6	-1.0	0.3	-0.5	2	1	-5	-1	0	2	-0.9
C[C@H](CO)N1C[C@H](C)[C@@H](CN(C)S(C)(=O)=O)Oc2c(NC(=O)Cc3ccccc3)cccc2C1=O	-0.1	-1.5	1.3	2.8	0	2	-2	-5	1	5	-1.3
COC(=O)c1ccc2c(=O)n(Cc3ccco3)c(SCC(=O)Nc3ccc(C)c(Cl)c3)nc2c1	0.5	1.8	0.7	0.2	-6	-1	3	-5	-5	5	-1.4
COc1cccc(C(=O)Nc2ccc(Oc3cccc(C(F)(F)F)c3)nc2)c1	-1.1	-4.3	-2.2	-2.7	0	-5	-3	4	-9	14*	-2.5
CCOC(=O)Cc1cc(=O)n2[nH]c(-c3ccc(C)cc3)cc2n1	1.5	0.9	0.4	1.5	-15	-18	-8	-6	3	1	-1.2
CC(=O)c1c(C)[nH]c(C(=O)OCC(=O)NCCC2=CCCCC2)c1C	-3.9	-3.8	-2.2	-4.5	2	-3	0	3	-4	0	-1.5
O=C(CN1C(=O)NC2(CCCC2)C1=O)Nc1nc2c(F)cc(F)cc2s1	-0.3	0.3	0.7	-0.2	-4	-5	4	-3	1	2	-0.6
O=C(Nc1ccnn1C1CCN(C(=O)c2ccccc2C(F)(F)F)CC1)C1CC1	-1.4	0.8	0.9	-0.3	-3	-11	-1	-5	-1	0	-1.0
CCOC(=O)N1CCN(C(=O)COC(=O)Cc2ccc(Cl)cc2)CC1	0.5	-0.5	-0.9	-0.9	6	-4	0	-2	-1	1	-1.6
CC(C)NC(=S)NC(=O)/C=C/c1cccc2ccccc12	-0.5	-1.4	-0.2	-1.4	-3	-2	4	-3	-1	2	-1.4
CCOC(=O)Cc1csc(NC(=O)CSc2nnc(-c3ccc(C)cc3)o2)n1	0.8	0.9	-1.2	2.0	-4	0	-3	-5	-1	0	-0.9
Cc1ccc(S(=O)(=O)NCCC(C)C)cc1[N+](=O)[O-]	-0.6	1.8	1.3	-1.5	4	-1	-5	0	0	1	-1.1
CCNC(=S)NNC(=O)c1cccs1	0.0	-0.5	0.0	0.8	-1	2	2	-4	1	-5	-1.0
COC(=O)C1=CN(C2CC2)C=C(C(=O)OC)C1c1ccccc1OC	1.0	0.1	-0.6	-1.7	i	i	-6	i	-2	2	-0.5
COc1cccc(C(=O)NNC2=CC(=O)CC(C)(C)C2)c1	0.9	-0.4	0.3	1.7	-60	-71	-1	-13	-5	-8	-1.6
CCOC(=O)C1=C(N)Oc2cc(O)ccc2C1c1ccc([N+](=O)[O-])cc1 (stereo not drawn)	0.5	-0.7	3.8	1.1	0	-4	7	-2	-2	0	-1.0
CCc1ccccc1N(C(=O)c1snc(C(N)=O)c1N)C(C(=O)NCC1CCCO1)c1c[nH]c2ccccc12 (stereo not drawn)	-0.4	0.1	0.5	0.4	-20	-36	1	-20	-2	-5	-0.8
COc1ccc(S(=O)(=O)N2CCc3ccccc32)cc1C(=O)N1CCC(C)CC1	-0.4	3.2	0.1	1.4	-3	-6	-7	-4	-3	-1	-0.3
CCc1nnc(NC(=O)CCS(=O)(=O)Cc2ccccc2)s1	0.0	-0.5	1.5	0.1	2	0	4	2	1	-4	-0.6
COc1cc2c(cc1NC(=O)CSc1nnc(COc3ccccc3)n1Cc1ccco1)oc1ccccc12	-0.2	0.3	x	4.0	-1	-1	0	6	-1	3	0.2
Cn1cccc1/C=N/NC(=O)c1ccc[n+]([O-])c1	0.2	-0.2	-1.6	-3.5	0	0	5	-2	-2	1	-0.4
Cn1c(=O)oc2cc(S(=O)(=O)Nc3cccc4c3CCCC4)ccc21	-0.6	-1.5	-2.5	-2.0	4	0	4	1	1	-4	-1.0
COC(=O)C1=COC(OC2OC(CO)C(O)C(O)C2O)C2C(C)CC(=O)C12 (stereo not drawn)	-0.2	-0.8	x	3.7	2	6	-5	0	0	-7	-1.6
NC(=O)Nn1c(CCC(=O)O)ccc1-c1ccc(Cl)cc1	1.0	-0.4	2.5	-1.1	-2	-10	-5	-9	-2	-5	-0.3
O=C(O)c1ccc(N2CCCC2=O)cc1	-0.7	-1.1	-0.5	-1.0	0	0	0	-5	-2	-6	-1.3
COC(=O)CSc1nc2cc3c(cc2cc1C)OCO3	-1.1	0.2	-1.1	-2.0	-1	-7	-1	-6	-2	5	-1.9
Cc1cccc(C)c1NC(=O)CN(C)C(=O)C1CC1C (stereo not drawn)	0.1	0.6	0.4	0.6	3	-2	7	-1	5	-2	-1.1
Cc1nc2ccccc2c(=O)n1NC(=O)c1c(O)c2c(n(CC(C)C)c1=O)CCCC2	-0.2	0.7	-2.0	-0.3	-1	-7	0	2	-2	0	-1.3
O=C(CCNc1ccc(Cc2ccncc2)cc1)c1ccc([N+](=O)[O-])cc1	-0.6	0.7	-0.1	1.0	7	2	-5	4	2	0	11*
COC(=O)N/N=C/c1sc(N2CCCCC2)nc1-c1cccs1	-1.1	-1.7	0.1	-1.4	-74	-122	-1	-10	4	0	-1.3
CC(OC(=O)CCc1nc2ccccc2c(=O)[nH]1)C(=O)NCc1ccc2c(c1)OCO2 (stereo not drawn)	-0.5	-0.6	2.6	1.0	2	1	-4	-4	0	-5	0.2
O=C(NCc1ccccc1)C1c2ccccc2OCC(=O)N1C1CC1 (stereo not drawn)	2.8	0.9	x	-3.1	4	5	-6	4	4	-2	-1.1
COc1ccc(OC)c(-c2csc(NC(=O)CSc3nnnn3C)n2)c1	1.6	-1.9	-0.1	-2.2	2	3	13	-1	4	1	-1.1
OC1(c2nc3ccccc3[nH]2)CCCCC1	0.7	-1.0	0.0	-1.9	3	9	-1	5	1	-1	-0.8
Cc1oncc1C(=O)NC(C)C	-0.1	-0.8	1.1	1.4	1	2	4	0	5	-4	-0.7
CC(=O)Nc1ccc(NC(=O)CN2CCN(c3ccccn3)CC2)cc1	-0.1	1.5	0.1	2.6	0	-5	-1	-2	-1	0	0.3
COC(=O)C1CN(Cc2cn(CCOC(C)=O)nn2)CCS(=O)(=O)N1Cc1ccc(F)cc1 (stereo not drawn)	0.2	0.5	x	0.1	0	2	-8	0	-2	9	-1.1
CCOC(=O)CON1C(=O)c2ccccc2C1=O	0.0	1.2	0.1	4.5	1	1	-2	-1	0	1	-1.1
Cc1ccsc1CNCc1cc(Cl)ccc1O	0.7	0.7	0.2	1.3	-1	0	-6	-2	2	-3	-0.6
O=c1[nH]c(=O)c2[nH]c(=O)n(-c3ccccc3)c2[nH]1	-0.3	-0.3	0.8	-1.7	1	1	-2	-4	1	-2	-1.1
CCCNC(=O)CN1C(=O)NC(CC)(c2ccc(F)cc2)C1=O (stereo not drawn)	0.1	-1.0	-0.6	1.1	3	-1	5	1	-1	3	-1.4
Cc1cccc(S(=O)(=O)Nc2nc3ccccc3nc2NCc2ccco2)c1	-0.4	-1.8	-1.5	0.0	-26	-26	-4	-20	3	-3	-0.5
CCCc1cc(=O)[nH]c(N/N=C/C=C\c2ccccc2)n1	0.4	-1.2	4.9*	0.9	-15	-27	-4	-10	-5	-2	-1.6
CSc1cccc(NC(=O)CCCOc2cc(=O)n(C)c3ccccc23)c1	0.1	-2.8	x	-4.2	-2	-1	5	-2	-4	2	-1.4
O=S(=O)(c1cccs1)N1CCN(c2ccccc2Cl)CC1	-0.6	-1.0	1.5	1.3	-14	-6	1	1	3	4	-1.3
CSCCC(NC(=O)c1ccccc1)C(=O)N1CC=C(c2ccccc2)CC1 (stereo not drawn)	-1.0	-0.2	0.8	-1.4	1	-5	2	2	-3	-5	-0.8

A draw from above in order of formula weight, descending.
SMILES	DAX1 inh-1	hcDAF-12 act	DAX1 inh-2	hgDAF12 agonist	PLC-gamma1 inh	PLC-beta3 inh	NR1D1 modulator	ADAM17 inh	SMARCA2 activ	MBD2 inh	ssDAF-12 act
Cc1cccc(S(=O)(=O)Nc2nc3ccccc3nc2NCc2ccco2)c1	-0.4	-1.8	-1.5	0.0	-26	-26	-4	-20	3	-3	-0.5
CSc1cccc(NC(=O)CCCOc2cc(=O)n(C)c3ccccc23)c1	0.1	-2.8	x	-4.2	-2	-1	5	-2	-4	2	-1.4
CC(=O)Nc1ccc(NC(=O)CN2CCN(c3ccccn3)CC2)cc1	-0.1	1.5	0.1	2.6	0	-5	-1	-2	-1	0	0.3
O=S(=O)(c1cccs1)N1CCN(c2ccccc2Cl)CC1	-0.6	-1.0	1.5	1.3	-14	-6	1	1	3	4	-1.3
CCCNC(=O)CN1C(=O)NC(CC)(c2ccc(F)cc2)C1=O (stereo not drawn)	0.1	-1.0	-0.6	1.1	3	-1	5	1	-1	3	-1.4
CCCc1cc(=O)[nH]c(N/N=C/C=C\c2ccccc2)n1	0.4	-1.2	4.9*	0.9	-15	-27	-4	-10	-5	-2	-1.6
CCOC(=O)CON1C(=O)c2ccccc2C1=O	0.0	1.2	0.1	4.5	1	1	-2	-1	0	1	-1.1
O=c1[nH]c(=O)c2[nH]c(=O)n(-c3ccccc3)c2[nH]1	-0.3	-0.3	0.8	-1.7	1	1	-2	-4	1	-2	-1.1

(further entries)
SMILES	DAX1 inh-1	hcDAF-12 act	DAX1 inh-2	hgDAF12 agonist	PLC-gamma1 inh	PLC-beta3 inh	NR1D1 modulator	ADAM17 inh	SMARCA2 activ	MBD2 inh	ssDAF-12 act
CNC(=O)COC(=O)/C=C/c1cn(-c2ccccc2)nc1-c1ccc(C)o1	-0.3	-0.1	2.5	1.0	i	i	-1	-30	0	-4	-1.2
CC(C)NC(=O)c1c(CSc2ccc(Cl)cc2)noc1C(=O)NCc1ccccc1	-0.8	-0.3	0.9	2.8	2	-6	-2	5	0	10	-0.9
Nc1nc(NCCCN2CCOCC2)nc(Nc2cccc(Cl)c2)c1[N+](=O)[O-]	-0.1	-1.5	0.2	-2.0	4	-6	8	-1	-4	5	-1.4
Cc1ccc(N2CC(C(=O)OCC(=O)Nc3cccc(Cl)c3C)CC2=O)cc1 (stereo not drawn)	1.0	-0.9	-0.9	0.8	0	-16	4	-3	-2	5	-0.4

Compounds as they come, and some 7.4% of all compounds hit somewhere here.
